# From PubChem
# Artemis endo inh: Artemis endonuclease inhibitors, primary screen, biochemical, fluorescence intensity, FAM/BHQ-1 hairpin substrate; hit rate 0.78% among 30,000; inhibition, % at 10 µM; Protein artemis (Homo sapiens), Q96SD1; recombinant Artemis, quenched FAM hairpin cleavage fluorescence;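 active = at 10 µM dose, at least 30% inhibition, measured as corrected fluorescence normalized to stimulator and neutral control wells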
# Target sequence (Q96SD1 whole entry, looked up): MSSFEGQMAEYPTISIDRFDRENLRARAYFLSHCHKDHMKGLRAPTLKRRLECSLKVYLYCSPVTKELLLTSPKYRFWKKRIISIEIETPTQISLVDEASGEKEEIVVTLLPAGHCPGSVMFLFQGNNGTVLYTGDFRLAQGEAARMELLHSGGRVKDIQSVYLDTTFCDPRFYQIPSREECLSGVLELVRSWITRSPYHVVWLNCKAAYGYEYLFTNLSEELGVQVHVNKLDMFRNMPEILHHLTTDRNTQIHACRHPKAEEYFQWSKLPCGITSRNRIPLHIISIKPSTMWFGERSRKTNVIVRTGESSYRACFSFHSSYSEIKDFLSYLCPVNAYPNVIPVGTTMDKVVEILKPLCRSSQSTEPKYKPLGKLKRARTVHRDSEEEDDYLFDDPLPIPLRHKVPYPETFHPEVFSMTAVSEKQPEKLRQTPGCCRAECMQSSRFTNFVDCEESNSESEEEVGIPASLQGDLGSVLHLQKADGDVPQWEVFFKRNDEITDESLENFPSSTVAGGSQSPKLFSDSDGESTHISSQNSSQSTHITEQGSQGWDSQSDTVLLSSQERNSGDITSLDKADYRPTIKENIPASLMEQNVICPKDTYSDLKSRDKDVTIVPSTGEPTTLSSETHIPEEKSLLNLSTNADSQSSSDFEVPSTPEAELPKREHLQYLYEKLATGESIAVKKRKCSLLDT
# Starred values were filed as active, the others as inactive.
structure	Artemis endo inh
Cc1[nH]c2ccc(Br)cc2c(=O)c1CN1CCOCC1	-4.0
O=[N+]([O-])c1ccc(Oc2cccc(F)c2)c2ccncc12	-0.3
Cn1cnc([N+](=O)[O-])c1Nc1cccc(O)c1	14.2
Cc1nc2nc(COc3ccccc3)nn2c(C)c1Cl	-3.2
Cc1c(NC(=O)Nc2ccc(Cl)c(Cl)c2)sc(=S)n1C	3.3
CC(=O)N1CCc2cc(S(=O)(=O)CCC(=O)N3CCN(C(=O)c4ccco4)CC3)ccc21	1.1
COc1ccc2[nH]c(=O)c(CN(Cc3ccc(C)cc3)Cc3nnnn3CC3CCCO3)cc2c1 (centres undefined)	0.0
COc1ccccc1CNC(=O)COC(=O)c1ccc(NC(N)=O)cc1	-12.0
CC(=O)Nc1ccc(S(=O)(=O)N(C)c2ccc(O)cc2)cc1	-1.7
COc1ccc(N(C(=O)Cc2cccs2)C(C(=O)NC2CCCCC2)c2cccn2C)cc1 (centres undefined)	3.6
O=C(CN1CCN(S(=O)(=O)c2ccc(Cl)cc2)CC1)Nc1ccc(F)cc1F	-6.2
Cc1onc(-c2ccccc2Cl)c1C(=O)NCCn1ccc2ccccc21	-4.3
CC1(C)Cc2c(C#N)c(N3CCN(C(=O)c4ccccc4Cl)CC3)nc(-c3ccco3)c2CS1	19.4
O=C(c1ccco1)N1CCN(c2cc(=O)n(C3CCCCC3)c(=O)[nH]2)CC1	-4.5
CCS(=O)(=O)Nc1ccc(-c2nnc(SCC(=O)OC)o2)cc1	0.2
COc1cccc(C2CC(=O)NC3=C2C(=O)CCC3)c1 (centres undefined)	-0.3
COc1ccc(S(=O)(=O)NCC(c2cccnc2)N2CCN(c3ccccc3OC)CC2)cc1C (centres undefined)	5.5
COc1ccc(Nc2c3c(c(C#N)c4nc5ccccc5n24)CCC3)cc1	-5.9
CCC/C(O)=C1\C(=O)CC(C)(C)CC1=Nc1ccc(OC)cc1OC	2.6
Cc1ccc(C)c(NC(=S)NCCN2CCOCC2)c1	-2.7
COc1cccc(C2CC(C(F)(F)F)n3ncc(C(=O)NCc4ccco4)c3N2)c1 (centres undefined)	-2.8
CCCNC(=O)C(=O)NCCC1=CCCCC1	3.5
Cc1ccc(N2C(=O)CSC23C(=O)Nc2ccccc23)cc1 (centres undefined)	-2.4
CCOC(=O)c1sc2nc(C)cc(C)c2c1NC(=O)c1ccco1	-7.9
C=CCN1CCN(C(c2ccc(OC)c(OC)c2)c2nnnn2C(C)(C)C)CC1 (centres undefined)	-0.6
COc1ccc(NC(=O)c2cccs2)cc1O	-17.6
C=CCSc1nnc(CSc2nc3sc4c(c3c(=O)[nH]2)CCCC4)n1-c1ccccc1	20.2
CCCCCCC(=O)NN1CCN(C)CC1	-6.8
COc1cccc(/C(C)=N/NC(=O)c2ccc(N(C)C)cc2)c1	-3.5
COc1ccccc1Oc1nc2c(c(=O)n(Cc3ccccc3F)c(=O)n2C)n1C	14.0
COC(=O)c1ccccc1N(C)C(=O)C12CCC(C)(C(=O)O1)C2(C)C (centres undefined)	-1.3
COC(=O)c1ccsc1NC(=O)CN1CCN(c2ccc(F)cc2)CC1	9.9
Clc1ccc(CSc2nnc([C@@H]3CCCN3)o2)cc1Cl	-6.2
C=CCN(CC=C)c1nc2ccccc2nc1C(C#N)C(=O)OCCOC (centres undefined)	0.4
COC(=O)C1=C(N)Oc2cc(C)n(CC3CCCO3)c(=O)c2C1c1ccc(Cl)cc1 (centres undefined)	-1.5
CCCOc1ccc(CSc2nnc(CCC)n2N)cc1	0.5
Cc1ccc(Nc2nc(Oc3ccc(OCc4ccccc4)nn3)nc(N3CCOCC3)n2)cc1	0.8
CC(=O)Oc1ccc(-c2cccc(C(=O)Oc3ccccc3)c2)cc1	0.0
CC(C)(C)c1ccc(C(=O)N2CCC(C(=O)NCc3ccco3)CC2)cc1	-1.1
COc1ccc(OC)c(C2C(C(C)=O)=C(O)C(=O)N2CCc2ccc(OC)c(OC)c2)c1 (centres undefined)	4.6
COc1ccc2c(c1)c(C(=O)CN1CCOCC1)c(C)n2C	3.1
CCC(CC)c1nnc(NC(=O)c2ccc3ccccc3n2)s1	7.8
CCOc1ccc(N2C(=O)NC(Cc3c[nH]c4ccccc34)C2=O)cc1 (centres undefined)	-6.0
CCCc1nn2c(=O)c(C(c3cccc(Cl)c3)c3c(O)nc4sc(CCC)nn4c3=O)c(O)nc2s1	19.2
COc1cccc(-c2nc(-c3ccc(NC(=O)c4cccnc4)cc3)no2)c1	12.1
Cc1ccccc1-c1nnc2c3ccccc3c(C)nn12	2.9
Cc1ccc(Oc2ncc(-c3ccc(Cl)cc3)cn2)cc1	11.4
O=C(c1ccc(S(=O)(=O)N2CCCC2)cc1)N1CCN(Cc2ccc3c(c2)OCO3)CC1	6.5
CCCNC(=O)Cn1cccc1C(=O)c1ccccc1	4.1
Cc1ccc(-n2c(SCC(=O)NCc3ccco3)nnc2-c2cccnc2)cc1	1.2
N#CCCN(C(=O)CSc1ccc2c(c1)OCCO2)c1ccc(F)cc1	-1.5
Cn1c(Cc2ccccc2)nnc1SCC(=O)N1CCN(c2ccccc2)CC1	-0.2
COc1ccc(C(CNC(=O)COc2ccccc2C#N)N2CCOCC2)cc1 (centres undefined)	-1.7
CC(=O)Nc1ccccc1C(=O)N1CCc2ccccc21	-1.1
CSc1nnc(-c2ccccc2N=Cc2c(C)[nH]n(-c3ccc4ccccc4c3)c2=O)c(=O)[nH]1	31.9*
CCOC(=O)c1sc(N(C)C(C)=O)nc1C	-0.5
[O-]/[N+](=C/c1cccnc1)c1ccc(Br)cc1	-1.1
CCOc1ccc2nc(NC(=O)C3CCCN(S(=O)(=O)c4cccs4)C3)sc2c1 (centres undefined)	34.3*
COC(=O)C(Cc1ccc(OC(=O)c2ccc(Cl)cc2)cc1)N1Cc2ccccc2C1=O (centres undefined)	0.3
CCOC(=O)N1CCN(S(=O)(=O)Cc2ccccc2)CC1	12.8

# Continuation.
structure	Artemis endo inh
CCOc1cc(/C=N/NC(=O)CN2CCOCC2)ccc1OCc1ccc(Cl)cc1	3.2
O=C(O)C1CCN(C(=O)c2ccc(Cl)cc2)CC1	-1.3
O=c1oc2ccccc2nc1/C=C(O)/C=C\c1ccccc1	-0.1
O=C(NC1(C(F)(F)F)NC(=O)N(Cc2ccccc2)C1=O)c1cccnc1 (centres undefined)	-5.6
Cn1c(=O)c2c(nc(NCCCO)n2C/C=C/c2ccccc2)n(C)c1=O	8.1
COc1cc(C2C3C(=O)N(c4ccc(F)cc4)C(=O)C3ON2c2ccccc2)ccc1O (centres undefined)	-2.6
COC(=O)c1sccc1-n1cccc1C(=O)C(=O)N1CCCC1	-2.0
Cc1ccc(C)c(N(C(=O)CCC(=O)Nc2cc(C)on2)C(C(=O)NC2CCCC2)c2ccco2)c1 (centres undefined)	5.5
COc1ccc(C(=O)Nc2nc(-c3cccs3)cs2)cc1	5.3
O=C(N/N=C/C1CCCCC1)c1cc(Cl)ccc1O	-7.4
CC(C)CC(=O)NC(NCC1CCCO1)C(Cl)(Cl)Cl (centres undefined)	-2.8
NC(=O)c1ccc(C2SCC(=O)N2Cc2ccccc2)cc1 (centres undefined)	-8.4
O=C(c1ccccc1)c1coc2ccc(O)c(CN3CCOCC3)c12	-3.8
COc1ccc(CNC(=O)C2CCN(S(=O)(=O)c3c(C)n[nH]c3C)CC2)cc1	-6.0
CC1(C)Cc2ccccc2-c2nc(-c3ccccc3)oc(=O)c21	8.2
O=C(O)CCCC(=O)Nc1ccc(C(=O)NCc2cccnc2)cc1	-7.4
c1ccc(-c2nnc(-c3ccccc3)c(-c3c[nH]c4ccccc34)n2)cc1	7.8
CSc1ncc(Cl)c(C(=O)Nc2nnc(SC)s2)n1	1.3
COc1ccccc1N1CCN(C(=O)C2CC=CCC2C(=O)O)CC1 (centres undefined)	-9.1
O=C1CC(c2c(F)cccc2Cl)C2=C(COC2=O)N1 (centres undefined)	-1.6
CCCCc1cc(=O)oc2cc(C)cc(OCc3nn[nH]n3)c12	-0.1
CC(C)C(C(=O)NCc1ccco1)N(C(=O)CNS(=O)(=O)c1ccc(Cl)cc1)C1CCCC1 (centres undefined)	0.8
O=C(NCc1cccnc1)c1cccc(Cl)c1	-5.8
Cc1noc(C)c1CSc1nc2cc(S(=O)(=O)N3CCOCC3)ccc2o1	-6.6
O=C(NCC12CC3CC(CC(C3)C1)C2)c1nn2c(c1Cl)NC(c1ccco1)CC2C(F)(F)F (centres undefined)	10.6
CC(NC(=O)CCCN1C(=O)c2ccccc2C1=O)c1ccc2c(c1)CCCC2 (centres undefined)	10.0
O=C(NCc1ccc2c(c1)OCO2)C1CC(=O)N(c2ccc(O)cc2)C1 (centres undefined)	-1.8
O=C(c1ccccc1)N1CCN(CC#Cc2ccccc2)CC1	-4.8
CNc1nnc(CSc2nc(C)cc(C)n2)s1	-11.6
O=C(CN(c1ccccc1)S(=O)(=O)c1ccccc1)NCCSc1nc2ccccc2s1	18.0
COC(=O)c1ccc(-n2nnnc2SCC(=O)Nc2ccccc2C(=O)OC)cc1	-3.8
CC1=C(C(=O)Nc2ccccc2)C(c2ccc(C)o2)n2c(s/c(=C\c3ccco3)c2=O)=N1 (centres undefined)	6.0
CCN(CC)CCCNc1oc(-c2ccc(OC)c(OC)c2)nc1C#N	-2.9
O=C(NCc1ccc2c(c1)OCO2)c1cccc([N+](=O)[O-])c1	5.9
O=C(Nc1ccc(Cl)cc1C(=O)Nc1ccccn1)c1ccco1	21.9
O=C(CCc1nc(-c2ccccc2F)no1)NCCc1ccccc1Cl	-3.9
COc1ccc(C)cc1NC(=O)CN1CCN(S(=O)(=O)c2ccc(Br)cc2)CC1	15.4
OCCN1CCOCCN(CCO)CCOCC1	11.5
Cc1cc(OCCN2CCOCC2)nc2ccccc12	7.3
Cc1c(C)c2ccc(Oc3ccc([N+](=O)[O-])cc3C(F)(F)F)c(C)c2oc1=O	5.1
CCc1nc(C)ccc1OCC(=O)O	-10.3
S=C(c1ccc(-c2ccc(Cl)cc2Cl)o1)N1CCCCC1	8.6
CCN1CCCC1CNS(=O)(=O)c1ccc(C(=O)Nc2ccccc2)cc1 (centres undefined)	2.1
O=C1CC(N2CCN(S(=O)(=O)c3cccc(C(F)(F)F)c3)CC2)C(=O)N1Cc1ccccc1 (centres undefined)	6.0
COc1ccc(C2CC(=O)Nc3ccccc3S2(=O)=O)cc1OC (centres undefined)	-9.6
CC(C)CC(c1nnnn1Cc1cccs1)N1CCN(c2nc3ccccc3s2)CC1 (centres undefined)	14.2
O=C(C1CCN(c2nnc(N3CCCC3=O)s2)CC1)N1CCN(Cc2ccc3c(c2)OCO3)CC1	8.3
Cc1nn2c(C(F)(F)F)cc(-c3ccc(Cl)cc3)nc2c1C(=O)N1CCOCC1	-1.5
O=C(NC1CC1)c1cc(-c2ccccn2)nc2ccccc12	3.2
CCN(CC)c1ccc(C=Nc2ccc(C#N)cc2)c(O)c1	1.9
CCOC(=O)c1cc2c(C)nn(-c3ccccc3)c2s1	-4.9
N#CC(c1ccc(Cl)cc1)c1ccc2c(C(F)(F)F)cc(C(F)(F)F)nc2n1 (centres undefined)	5.2
O=C1CCCc2ccccc2N1Cc1ccc(Cl)cc1	-2.7
CCOc1ccc(NC(=O)CSc2nnc(Cn3cnc4ccccc43)n2C)cc1	-6.1
Cn1c(=O)n(CC(=O)NC2CCCCC2)c(=O)c2ccccc21	-9.4
NS(=O)(=O)c1ccc(NCc2ccccc2OCc2ccc(F)cc2)cc1	5.8
C=C(Cl)COC(=O)C1C2C=CC(C2)C1C(=O)O (centres undefined)	-11.8
Cc1nnc2c(NC(C)C)nc3ccccc3n12	-0.1
CN(C)c1ccc(Nc2nc(-c3cccnc3)cs2)cc1	0.5
c1cn(CC2(Cn3ccnc3)COC2)cn1	1.1

# 2 of these compounds, set out differently:
CCc1nc(C)ccc1OCC(=O)O
  Artemis endo inh: -10.3
S=C(c1ccc(-c2ccc(Cl)cc2Cl)o1)N1CCCCC1
  Artemis endo inh: 8.6

# Following part:
structure	Artemis endo inh
Cc1ccc2nc(Nc3ccccc3)c(/C=N/O)c(=O)n2c1	1.8
Cc1nc2ccc(C(=O)N3CCSCC3)cc2s1	0.8
Cc1ccc(Cn2c(N3CCCCCC3)nc3c2c(=O)[nH]c(=O)n3C)cc1	1.1
Cc1ccsc1C(=O)NNC(=O)Nc1ccc(Cl)c(Cl)c1	-4.9
COC(=O)C1=CN(C)C=C(C(=O)OC)C1c1ccccc1Cl	7.7
CC(=O)c1cccc(NC(=O)Nc2cccs2)c1	16.4
CSc1cc(-c2ccccc2)n(Cc2ccccc2Cl)c(=O)c1C#N	-3.1
Cc1cc(S(=O)(=O)Nc2cccnc2)c(C)s1	1.3
CCCC(C)NC(=O)c1ccc(C2SCC(=O)N2Cc2ccco2)cc1 (centres undefined)	6.7
Cc1cc(C)cc(-n2c3nc4ccccc4nc3c3c(=O)n(Cc4ccco4)cnc32)c1	20.8
CCOC(=O)c1ccc(N/C=C2/CCCC(C)C2=O)cc1 (centres undefined)	1.6
Cc1ccc(C)n1CCN1CCN(C(=O)c2ccco2)CC1	-2.4
Oc1ccccc1C1=Nc2ncnn2C(c2ccc(F)cc2)C1 (centres undefined)	0.0
CN1CCN(NC(=O)c2ccc(F)cc2)CC1	-5.9

# Some of the entries so far, as labelled records.
> Cc1ccc(C)n1CCN1CCN(C(=O)c2ccco2)CC1
  Artemis endo inh: -2.4

> Oc1ccccc1C1=Nc2ncnn2C(c2ccc(F)cc2)C1 (centres undefined)
  Artemis endo inh: 0.0

> CN1CCN(NC(=O)c2ccc(F)cc2)CC1
  Artemis endo inh: -5.9

# Only part of the results is shown; the hit share may differ from the screen's.
